Assay outcomes from PubChem BioAssay.
Nrf2 block = inhibitors of Nrf2 signaling | A549 ARE-Fluc reporter, luciferase luminescence, 18-24 h | Potency, µM (highest dose often 46 µM), for the others: at the highest dose activity change, negative = inhibition, usual class: inhibitors | hit rate 2.1% among 360,000; note: potency is the fitted concentration of half-maximal effect; % is set by controls: 0 for no effect and ±100 for the full control effect; nearly all actives have a fitted effect of over 60% in size
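Two sequential reads on A549 ARE_Fluc cells exposed to compound for 18-24 h: a CellTiter-Fluor fluorescence read for viability, then a luciferase luminescence read for Nrf2/ARE activity.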
A549 tox = counter-screen for Nrf2 inhibitors: cytotoxicity in A549 cells; hit rate 0.16% among 390,000; A549 ARE-Fluc cells, CellTiter-Fluor viability, 18-24 h; AID 504648; Potency, µM (series often up to 46 µM), for the others: top-dose activity change, negative = cytotoxicity, hits mostly inhibitors; note: potency is the fitted concentration of half-maximal effect; % is set by controls: 0 for no effect and ±100 for the full control effect
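A549 ARE-Fluc cells in 5% FBS OPTI-MEM, 5000 cells/well, rested 2 h then exposed to compounds in concentration-response for 18-24 h at 37 °C. Viability by CellTiter-Fluor fluorescence (Ex 405/Em 525) after 30 min; luciferase luminescence (BugLite, 15 min, RT) read afterwards.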
S2 tox = cell viability loss in ATXN counter-screen. S2 cells (HEK-293 line with an ATXN2-luciferase reporter) viability, CellTiter-Fluor protease fluorescence, 24 h. Potency, µM (highest dose often 56.7 µM), most hits filed as cytotoxic. hit rate 0.49% among 400,000; note: potency is the fitted concentration of half-maximal effect; nearly all actives have a fitted effect of over 40% in size
TGFb SMAD3 inh = blocks TGF-b signaling; HepG2 CAGA-GFP TGF-b/SMAD3 reporter, GFP fluorescence, 18 h; TGF-beta stimulated, 500 pg/mL final; Potency, µM (doses to about 46.1 µM), for inactives: at the top dose activity, negative = inhibition, actives largely listed as inhibitors; hit rate 1.2% among 410,000; AID 588855; note: potency is the fitted concentration of half-maximal effect; % is set by controls: 0 for no effect and ±100 for the full control effect; nearly all actives have a fitted effect of over 65% in size
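Smad-responsive CAGA-GFP expression was quantified in HEPG2 cells exposed to compounds and 500 pg/mL final TGF-beta for 18 h at 37 degrees C; unstimulated wells defined full inhibition.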
CCT chaperon mod = modulators of cytosolic chaperonin (CCT/TRiC) activity. hit rate 0.3% among 360,000. activity change, % (concentration not given with the values), hits read low. purified chaperonin ATPase assay, HTRF ADP detection, 30 min; in the data active = activity change below about -30%; note: % is set by controls: 0 for no effect and ±100 for the full control effect
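First, chaperonin was dispensed at 40 nM or 20 nM final depending on batch activity. Next, compounds were pinned at 76 uM and ATP added at 10 uM. After 30 min at 37 °C, ADP detection reagents ran 30 min at ambient temperature.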
Nrf2 activator = Nrf2 pathway activation; AREc32 ARE-luciferase reporter (MCF7-derived line), luminescence, 24 h; Potency, µM (top dose mostly 46.1 µM), for inactives: at the highest dose activation, most hits filed as activators; hit rate 0.31% among 410,000; AID 624171; note: potency is the fitted concentration of half-maximal effect; % of control where 0% means no effect; nearly all actives have a fitted effect of over 65% in size
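Nrf2 activation is followed as ARE-luciferase induction in the AREc32 line after one day of compound treatment; luminescence is read with Steady-Glo.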
Akt phos inh = inhibitors of Akt phosphorylation. Neuro2A IGF-stimulated pAkt S473 HTRF, 20 min; stronger effect = lower value. AID 651550. activity change, % for hits at 50 µM. hit rate 0.32% among 360,000; in the data active = activity change below about -80%; inconclusive = mostly about -51% to -80%; note: % is set by controls: 0 for no effect and ±100 for the full control effect
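Neuro2A cells (4,500/well, DMEM with 0.5% FBS) were treated with compound at a single 50 µM final concentration, stimulated with 6 nM IGF for 20 min at 37 °C, and lysed. Phospho-Akt Ser473 was read by HTRF as 665/615 ratio ×10^4.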
Mm-Cpn inhibitor = inhibitors of Methanococcus maripaludis chaperonin (MmCpn); purified Mm-Cpn ATPase, ADP Transcreener TR-FRET; Potency, µM (series often up to 76.9 µM), for inactives: at the highest dose activity, negative = inhibition, hits mostly inhibitors; hit rate 0.031% among 330,000; AID 504842; note: potency is the fitted concentration of half-maximal effect; % is set by controls: 0 for no effect and ±100 for the full control effect; nearly all actives have a fitted effect of over 80% in size
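25 nM Mm-CPN + cpd, 10 min 37°C; + 10 uM ATP, 30 min 37°C; buffer 30 mM Tris pH 7.4, 100 mM KCl, 5 mM MgCl2, 1 mM DTT; Transcreener ADP HTRF detection 30 min RT.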
HepG2 viability = counter-screen for TGF-b inhibitors: cytotoxicity in HepG2 cells; Potency, µM (highest dose often 46.1 µM), without a hit: at the top dose activity change, negative = cytotoxicity, hits mostly cytotoxic; HepG2 CAGA-GFP viability, ATP luminescence, 18 h; hit rate 0.76% among 410,000; note: potency is the fitted concentration of half-maximal effect; some results filed as inactive show a strong effect at the top dose
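CellTiter-Glo luminescence gave cytotoxicity after 18 hours at 37 degrees C. The cells were HepG2 CAGA-GFP in 1% FBS DMEM, stimulated with 500 pg/mL TGF-beta after compound addition. %Activity was normalised to no-cell wells (complete cell-killing) and DMSO (no toxicity), and curves were fitted and classified.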
Active calls of the source: *; i = inactive; ? = inconclusive; . = no result given; & = joins results of further samples; [ ] = dose if it differs, or a comment. Unless noted, calls come from the whole dose curve; as a rule, active = well fitted curve in the direction sought with a large enough effect; inconclusive = small, poorly fitted or top-dose-only effect, or another doubt; inactive = no such curve, though single readings can be large; an effect the other way counts as inactive or inconclusive.

#1 CCc1c(C)nc2nc(SCc3ccccc3)[nH]n2c1=O
#2 CCOC(=O)N1CCc2c(sc3c2c(=O)n(CCc2ccccc2)c(=O)n3Cc2ccc(C)cc2C)C1
#3 CCCCCc1ccc(-c2cn(CCCOCc3ccccc3)nn2)cc1
#4 COc1ccc(NC(=O)CSc2c(C(C)C)cnc3c2c(=O)n(C)c(=O)n3C)c(OC)c1
#5 CSc1ncc(CN2CCN(CCC(C)C)C(CCO)C2)cn1 (configuration not stated)
#6 COc1ccc(OC)c(NC(=O)CSC2=Nc3ccccc3C3=NC(CC(=O)NCc4ccc5c(c4)OCO5)C(=O)N23)c1 (configuration not stated)
#7 CCOc1ccc(N(CC(=O)Nc2cc(OC)cc(OC)c2)S(=O)(=O)c2c(C)[nH]c(=O)[nH]c2=O)cc1
#8 CC(C)[C@H]1COCCS(=O)(=O)N1Cc1ccccc1F
#9 COC(=O)c1ccc(OCc2nn[nH]n2)cc1
#10 COC(=O)C1=C(O)/C(=C\c2ccc(CNS(=O)(=O)c3ccc(Cl)cc3)o2)N=C1C

assay / compound	1	2	3	4	5	6	7	8	9	10
Nrf2 block	28%	-13%	?	.	8%	.	9%&18%	-13%	-2%	11%
A549 tox	4%	-1%	8%	-7%	-1%	1%	-1%&0%	-9%	1%	-4%
S2 tox	i	.	i	.	i	i	i	i	i	i
TGFb SMAD3 inh	-11%	-26%	?	0%	-4%	-20%	7%&-13%	4%	-1%	-21%
CCT chaperon mod	-3.4	.	-1.0	.	0.3	.	0.3	0.5	-3.8	-0.8
Nrf2 activator	-0.2%	0.3%	1.6%	-0.7%	0.4%	3.3%	-0.4%&-0.7%	6.8%	-0.4%	-0.1%
Akt phos inh	i	.	i	.	i	.	i	i	i	i
Mm-Cpn inhibitor	1%	.	1%	.	2%	.	0%	.	3%	-3%
HepG2 viability	-1%	-30%	-14%&-31%	-4%	-33%	-26%	0%&7%	1%	-1%	-6%

Random excerpt: six compounds from above
#10 COC(=O)C1=C(O)/C(=C\c2ccc(CNS(=O)(=O)c3ccc(Cl)cc3)o2)N=C1C
#7 CCOc1ccc(N(CC(=O)Nc2cc(OC)cc(OC)c2)S(=O)(=O)c2c(C)[nH]c(=O)[nH]c2=O)cc1
#8 CC(C)[C@H]1COCCS(=O)(=O)N1Cc1ccccc1F
#1 CCc1c(C)nc2nc(SCc3ccccc3)[nH]n2c1=O
#3 CCCCCc1ccc(-c2cn(CCCOCc3ccccc3)nn2)cc1
#5 CSc1ncc(CN2CCN(CCC(C)C)C(CCO)C2)cn1 (configuration not stated)

assay / compound	10	7	8	1	3	5
Nrf2 block	11%	9%&18%	-13%	28%	?	8%
A549 tox	-4%	-1%&0%	-9%	4%	8%	-1%
S2 tox	i	i	i	i	i	i
TGFb SMAD3 inh	-21%	7%&-13%	4%	-11%	?	-4%
CCT chaperon mod	-0.8	0.3	0.5	-3.4	-1.0	0.3
Nrf2 activator	-0.1%	-0.4%&-0.7%	6.8%	-0.2%	1.6%	0.4%
Akt phos inh	i	i	i	i	i	i
Mm-Cpn inhibitor	-3%	0%	.	1%	1%	2%
HepG2 viability	-6%	0%&7%	1%	-1%	-14%&-31%	-33%

New compounds follow:
#11 CCOc1cc(C(=O)N2CCC(CC3CC(c4cccc(Br)c4)=NO3)(C(=O)NCC3CCCCC3)CC2)cc(OCC)c1OCC (configuration not stated)
#12 O=C(NCCCn1ccnc1)c1cc(S(=O)(=O)N2CCOCC2)ccc1F
#13 COC(=O)c1ccc(NS(=O)(=O)c2cc3c4c(c2)CCC(=O)N4CCC3)cc1
#14 FC(F)Oc1ccc(C2N=C(c3ccccc3)NO2)cc1 (configuration not stated)
#15 CCOC(=O)c1cc(-c2ccc(OC)cc2)n[nH]1
#16 COc1ccc(-n2ncc3c(=O)n(CC(C)=O)cnc32)cc1
#17 COc1cccc(N2CCN(Cc3ccco3)CC2)c1
#18 CCC(C)NC(=O)C1CCC(CNS(=O)(=O)c2ccc3c(c2)N(C(C)=O)CCO3)CC1 (configuration not stated)
#19 CC(=O)c1cccc(CN2CCN(C3CCCC3)C(CCO)C2)c1 (configuration not stated)
#20 CC(C)(C)c1cc(=O)[nH]c(SCc2ccccc2)n1

assay / compound	11	12	13	14	15	16	17	18	19	20
Nrf2 block	-20%	7%	23µM*	?	30%	9%	7%	15%	6%	-1%
A549 tox	-6%	0%	0%	2%	1%	5%	0%	-7%	-3%	11%
S2 tox	i	i	i	i	i	i	i	i	i	i
TGFb SMAD3 inh	?	5%	4%	9%	13%	1%	-20%	-2%	18%	?
CCT chaperon mod	0.1	1.0	-2.3	0.8	-0.2	-0.4	-13	-2.4	1.6	-29
Nrf2 activator	-0.1%	0.0%	5.0%	3.0%	3.6%	-0.4%[9.22 µM]	1.3%	-1.9%	-0.6%	2.3%
Akt phos inh	i	i	i	i	i	i	i	i	i	i
Mm-Cpn inhibitor	-2%	-20%	0%	-3%	0%	1%	-2%	2%	-2%	-5%
HepG2 viability	12%	1%	-31%	4%	13%	-2%	-4%	-12%	5%	-20%

#21 O=C(NCCC(=O)N(Cc1ccco1)Cc1cccs1)c1ccc([N+](=O)[O-])cc1
#22 Cc1ccc(-c2nc(S(=O)(=O)c3ccc(F)cc3)c(N3CCN(c4ccccc4)CC3)o2)cc1
#23 CC12CN(C(=O)c3ccccc3Br)CC(C)(CN(C(=O)c3ccccc3Br)C1)C2=O
#24 COc1cc(-c2ncc3ccccn23)cc(OC)c1OC
#25 Cc1ccccc1OCC(=O)N(Cc1nnc(-c2ccc(Cl)cc2)o1)C(C)C
#26 COc1ccc(Nc2nc(Cl)nc(Nc3ccc(OC)cc3OC)n2)c(OC)c1
#27 COc1ccc(CC2(CO)CCN(C(=O)NCc3ccccc3)CC2)cc1
#28 CCOC(=O)C1CCN(C(=O)c2oc3ccc4c(c3c2C)C(O)CC2(CCCCC2)O4)CC1 (configuration not stated)
#29 Cc1sc(NC(=O)c2ccco2)c(CN2CCN(Cc3ccccc3)CC2)c1C
#30 C=CCc1c(OC(C)=O)c2ccccc2n(C)c1=O

assay / compound	21	22	23	24	25	26	27	28	29	30
Nrf2 block	23%	20%	-1%	-10%	2%	2%	5%	4%	-12%	11%
A549 tox	16%	8%	-11%	-3%	10%	1%	1%	2%	-13%	-1%
S2 tox	i	i	i	i	?	?	i	i	?	i
TGFb SMAD3 inh	-23%	3%	14%	-18%	-15%	0%	-23%	-13%	11%	9%
CCT chaperon mod	0.1	.	0.6	-2.8	-0.3	-2.7	-1.1	-1.8	0.9	1.8
Nrf2 activator	5.8%	-1.4%	-0.2%	2.0%	?	2.4%	0.0%	2.9%	22%	0.8%
Akt phos inh	i	.	i	i	i	i	i	i	i	i
Mm-Cpn inhibitor	2%	.	-2%	-2%	1%	0%	2%	-12%	2%	0%
HepG2 viability	-24%	-10%	-10%	-34%	-21%	-3%	0%	2%	-9%	10%

#31 COc1ccc(NC(=O)CSc2nc3c(sc4ccccc43)c(=O)n2CCCN2CCCC2)cc1
#32 CCNC(=S)N1CCN(CCN=CC2=C(O)CC(c3cccs3)CC2=O)CC1 (configuration not stated)
#33 CC(C)Cc1nn2c(=O)cc(CSCC(=O)Nc3ccccc3F)nc2s1
#34 CCOc1ncccc1C(=O)N(CC)CC(=O)NCc1ccc(F)cc1
#35 Cc1ccc(-n2c(SCC(=O)N3CCCCC3)nc(O)c(Cc3ccccc3)c2=O)cc1
#36 C#CCSc1nnc(-c2ccc(O)cc2)o1
#37 CCCC(=O)Nc1cc(-c2cn3cccnc3n2)ccc1OC
#38 CSc1ccccc1NC(=O)COc1ccc(Cl)cc1
#39 Clc1ccccc1OCCCCN1CCNCC1
#40 CC(C)[C@H](NS(=O)(=O)c1ccccc1)C(=O)OCC(=O)NCc1ccc2c(c1)OCO2

assay / compound	31	32	33	34	35	36	37	38	39	40
Nrf2 block	1%	10%	8%	5%	-14%	?	.	3%	12%	2%
A549 tox	?	-3%	-1%	3%	0%	-14%	6%	-2%	0%	1%
S2 tox	?	i	i	i	i	i	i	i	?	i
TGFb SMAD3 inh	6%	-9%	11%	7%	4%	20%	-31%	-24%	9%	10%
CCT chaperon mod	-1.3	-1.3	-1.2	-0.7	-7.6	2.5	-1.9	-4.9	-0.8	-1.2
Nrf2 activator	5.8%	0.1%	-0.7%	-0.4%	-1.0%	2.4%	0.4%	5.2%	-0.2%	7.7%
Akt phos inh	i	i	i	i	i	i	i	i	i	i
Mm-Cpn inhibitor	-7%	0%	-1%	1%	-1%	2%	1%	1%	-2%	0%
HepG2 viability	-2%	-1%	-5%	-9%	-10%	13%	3%	2%	0%	0%

#41 Cc1ccc(NS(=O)(=O)c2ccc3[nH]c(=O)oc3c2)cc1Cl
#42 Nc1nc2c(ncn2[C@H]2C[C@H](O)[C@@H](CO)O2)c(=O)[nH]1
#43 Cc1c(C(=O)NCc2ccco2)oc2ccc(Br)cc12
#44 Cc1cc(C)cc(NS(=O)(=O)c2ccc3[nH]cc(C(=O)N4CCCCCC4)c(=O)c3c2)c1
#45 Cn1c(=O)c2nnn(/N=C(\c3ccccc3)C3CC3)c2n(C)c1=O

assay / compound	41	42	43	44	45
Nrf2 block	-20%	15%&6%	?	-4%	-6%
A549 tox	-7%	-4%&-4%	0%	10%	-8%
S2 tox	?	i	i	i	i
TGFb SMAD3 inh	-18%	-4%&2%	-2%	4%	21%
CCT chaperon mod	0.6	2.2	2.3	.	-0.8
Nrf2 activator	-0.7%	-0.3%	?	-0.7%	2.2%
Akt phos inh	i	i	i	.	i
Mm-Cpn inhibitor	1%	-6%	-2%	.	1%
HepG2 viability	10%	8%&6%	5%	-15%	-9%
